From PubChem
ASK1 inh – human ASK1 kinase inhibition, primary screen | hit rate 0.99% among 22,000 | Q99683 | AlphaScreen MKK6 phosphorylation by ASK1, luminescence | inhibition, % at 7.44 µM; in the data active = inhibition above about 35%;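 also: 0% = median of compound wells and 100% = no enzyme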
ULK1 inh – blocks human autophagy kinase ULK1; O75385; AlphaScreen Atg13 phosphorylation by ULK1, luminescence; inhibition, % at 5.96 µM; hit rate 1.9% among 30,000; in the data active = inhibition above about 43%;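 also: 0% = median of compound wells and 100% = no enzyme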
Target sequence (O75385 whole entry, looked up): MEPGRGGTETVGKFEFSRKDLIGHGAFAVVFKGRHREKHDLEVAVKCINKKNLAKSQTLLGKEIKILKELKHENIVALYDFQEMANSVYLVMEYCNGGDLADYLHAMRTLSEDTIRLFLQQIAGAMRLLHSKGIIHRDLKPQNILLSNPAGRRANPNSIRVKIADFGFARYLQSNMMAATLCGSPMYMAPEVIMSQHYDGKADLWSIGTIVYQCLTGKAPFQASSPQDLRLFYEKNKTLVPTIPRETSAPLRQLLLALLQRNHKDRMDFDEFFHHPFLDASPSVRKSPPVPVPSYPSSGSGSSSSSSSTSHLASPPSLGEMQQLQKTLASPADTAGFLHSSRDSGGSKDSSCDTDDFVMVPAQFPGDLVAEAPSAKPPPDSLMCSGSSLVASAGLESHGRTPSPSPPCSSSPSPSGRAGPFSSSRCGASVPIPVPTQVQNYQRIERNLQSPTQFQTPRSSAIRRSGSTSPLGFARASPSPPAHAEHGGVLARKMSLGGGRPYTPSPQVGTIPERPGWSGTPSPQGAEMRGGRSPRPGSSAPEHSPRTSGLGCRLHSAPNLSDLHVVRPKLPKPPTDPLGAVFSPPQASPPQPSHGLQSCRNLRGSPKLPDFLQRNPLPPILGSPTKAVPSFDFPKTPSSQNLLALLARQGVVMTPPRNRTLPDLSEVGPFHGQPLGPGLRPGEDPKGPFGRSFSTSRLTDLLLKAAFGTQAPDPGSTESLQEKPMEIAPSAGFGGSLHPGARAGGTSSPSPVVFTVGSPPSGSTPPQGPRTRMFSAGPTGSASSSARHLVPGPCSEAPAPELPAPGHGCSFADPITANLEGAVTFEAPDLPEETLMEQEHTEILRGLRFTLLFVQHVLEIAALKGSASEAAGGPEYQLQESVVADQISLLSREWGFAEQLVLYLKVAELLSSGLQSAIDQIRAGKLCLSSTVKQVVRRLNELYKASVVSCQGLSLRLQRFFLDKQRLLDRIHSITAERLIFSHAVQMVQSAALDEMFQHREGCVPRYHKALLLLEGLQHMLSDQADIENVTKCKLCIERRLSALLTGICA
Numbers without * were called inactive; & = joins results of further samples.

How did COc1cc(NC(=O)c2cccc(-n3cc(NS(=O)(=O)c4cccc5ccccc45)cn3)c2)cc(OC)c1OC do in these assays?
ASK1 inh: -1.8; ULK1 inh: -26.6

How did CC(C)N(CCNc1ncnc2nc(Nc3nccc4ccccc34)[nH]c12)C(C)C do in these assays?
ASK1 inh: 1.1; ULK1 inh: 10.2

How did COc1ccc(-c2nc3s/c(=C\c4cccc(OC)c4OC)c(=O)n3n2)cc1 do in these assays?
ULK1 inh: -5.5

What do the screens show for `NC(C(=O)N1CCN(c2ccc3cnccc3c2)CC1)c1ccc(-c2ccccc2)cc1` (centres undefined)?
ASK1 inh: -20.8; ULK1 inh: -36.1

Results for NC(C(=O)N1CCN(c2ccc3[nH]ncc3c2)CC1)c1cccc(F)c1 (centres undefined) ?
ASK1 inh: -13.3; ULK1 inh: 6.3

Results for CC(=O)Nc1ccc(NC(=O)c2ccc(-c3ccc(N4CCOCC4)nc3)s2)cc1 ?
ASK1 inh: -3.1; ULK1 inh: 4.3

What do the screens show for `O=C(Cc1cn(-c2ccc(N3CCC(N4CCOCC4)CC3)nn2)c2ccccc12)NCc1cccnc1`?
ASK1 inh: -3.7; ULK1 inh: -5.4

What do the screens show for `C=C1CC[C@H](O)C/C1=C/C=C1\CCCC2(C)C1CCC2C(C)CCCC(C)C` (some centres undefined)?
ULK1 inh: 2.1

Results for CCOCCn1c(N2CCCN(C)CC2)nc2ccccc21 ?
ULK1 inh: 2.8

Results for FC(F)(F)c1cccc(CNc2nc(Nc3ccc4ncccc4c3)nc3c2ncn3-c2ccccc2)c1 ?
ASK1 inh: 8.3; ULK1 inh: -13.2

What do the screens show for `O=C(Nc1nccs1)c1ccc(-n2ncc3cc(Nc4ccccc4Cl)ccc32)nc1`?
ASK1 inh: -23.9; ULK1 inh: -28.0

Results for Cc1cccn2c(=O)c3c(nc12)CCN(C(=O)Cc1ccccc1)C3 ?
ULK1 inh: 12.3

How did Cc1cnc(Nc2cnccn2)nc1NCCOc1ccccc1 do in these assays?
ASK1 inh: -21.8; ULK1 inh: 0.4

What do the screens show for `CC[C@]1(O)CC2CN(CCc3c([nH]c4ccccc34)[C@@](C(=O)OC)(c3cc4c(cc3OC)N(C)[C@H]3[C@@](O)(C(N)=O)[C@H](O)[C@]5(CC)C=CCN6CC[C@]43[C@@H]65)C2)C1` (some centres undefined)?
ULK1 inh: 2.5

How did Cc1cnc(-c2c(C)nn(C)c2C)nc1Nc1ccccc1 do in these assays?
ASK1 inh: -5.9; ULK1 inh: 0.8

Reprinted from the part before: 2 compounds, then new ones.
What do the screens show for `CC[C@]1(O)CC2CN(CCc3c([nH]c4ccccc34)[C@@](C(=O)OC)(c3cc4c(cc3OC)N(C)[C@H]3[C@@](O)(C(N)=O)[C@H](O)[C@]5(CC)C=CCN6CC[C@]43[C@@H]65)C2)C1` (some centres undefined)?
ULK1 inh: 2.5

How did Cc1cnc(-c2c(C)nn(C)c2C)nc1Nc1ccccc1 do in these assays?
ASK1 inh: -5.9; ULK1 inh: 0.8

How did CC(=O)Nc1ccc(Nc2nc(-c3ccc(C(N)=O)cc3)nc3c2ncn3-c2ccsc2)cc1 do in these assays?
ASK1 inh: 17.4; ULK1 inh: -17.0

What do the screens show for `CC(C)N(CCNc1nc(Nc2ccc(C(F)(F)F)cc2)nc2c1ncn2-c1ccccc1)C(C)C`?
ASK1 inh: -18.6; ULK1 inh: -25.6

How did O=C(NC1CCN(Cc2ccccc2)CC1)c1cccc(N2CCN(c3ccccn3)CC2)n1 do in these assays?
ASK1 inh: 0.5; ULK1 inh: -4.6

How did CC(C)NCC(O)c1ccc(O)c(O)c1 (centres undefined) do in these assays?
ULK1 inh: 4.9

How did N[C@@H]1CC[C@@H](C(=O)Nc2ccc3[nH]ncc3c2)C1 do in these assays?
ASK1 inh: -3.2; ULK1 inh: 65.3*

What do the screens show for `COc1ccc2c(c1)CC(C(=O)Nc1cc3cc(-c4ccncc4)ccc3cn1)CO2` (centres undefined)?
ASK1 inh: 16.5; ULK1 inh: 12.7

What do the screens show for `Cc1n[nH]c(C)c1Cc1ccc(C(=O)O)o1`?
ULK1 inh: 3.0

Results for FC(F)(F)c1cccc(CNc2nc(-c3ccccc3)nc3nc[nH]c23)c1 ?
ASK1 inh: -11.6&-4.8; ULK1 inh: 2.2&14.3

How did CCCNC(=O)c1csc(-c2cccc(C(C)=O)c2)n1 do in these assays?
ASK1 inh: -6.5; ULK1 inh: -6.8

How did COc1cccc(CCNC(=O)c2nc3cc(C4=NC=NC5NC=CC45)ccc3c(=O)[nH]2)c1 (centres undefined) do in these assays?
ASK1 inh: -24.7; ULK1 inh: 10.1

Results for FC(F)(F)c1cccc(CNc2nc(Nc3ccccn3)nc3nc[nH]c23)c1 ?
ASK1 inh: -3.5; ULK1 inh: -8.1

How did COc1cc2nc(NCCN3CCOCC3)nc(NCCCN3CCCC3=O)c2cc1OC do in these assays?
ASK1 inh: 1.4; ULK1 inh: 5.2

Results for O=C(NCCO)c1ccc2nc(NCCN3CCOCC3)sc2c1 ?
ASK1 inh: -9.9; ULK1 inh: -0.6

What do the screens show for `CN(CCOc1cc(-c2cn[nH]c2)ccc1NC(=O)C1COc2ccccc2C1)Cc1ccccc1` (centres undefined)?
ASK1 inh: 11.6; ULK1 inh: -7.6

How did O=C(Nc1ccc2[nH]ncc2c1)c1ccc(NCCc2ccccc2)nc1 do in these assays?
ASK1 inh: 4.1; ULK1 inh: 0.8

What do the screens show for `COc1cc(C=CC(=O)N2CCN(CC(=O)N3CCCC3)CC2)cc(OC)c1OC`?
ULK1 inh: -10.1

How did FC(F)(F)c1cccc(CNc2nc(Nc3cccnc3)nc3c2ncn3-c2ccsc2)c1 do in these assays?
ASK1 inh: 7.5; ULK1 inh: -8.7

How did c1ccc(OCCNc2ccnc(Nc3ccc4ncccc4c3)n2)cc1 do in these assays?
ASK1 inh: -8.1; ULK1 inh: -18.8

Results for COc1cc(Nc2cc(NC3CCC(O)CC3)nc(N)n2)cc(OC)c1OC (centres undefined) ?
ASK1 inh: -5.4; ULK1 inh: -4.0

What do the screens show for `CC(C)n1cnc2c(NC3CCN(Cc4ccccc4)CC3)nc(-c3ccc(C(N)=O)cc3)nc21`?
ASK1 inh: -0.5; ULK1 inh: -20.7

Results for Nc1cccc(-c2cccc(C(=O)NCc3cccc(C(F)(F)F)c3)n2)c1 ?
ASK1 inh: 8.9; ULK1 inh: -8.4

What do the screens show for `O=C(Nc1ccccc1)c1ccc2nc(N3CCN(c4ccccn4)CC3)sc2c1`?
ASK1 inh: -8.6; ULK1 inh: 3.9

What do the screens show for `c1cncc(Nc2nccc(NCc3nc4ccccc4[nH]3)n2)c1`?
ASK1 inh: -14.1; ULK1 inh: 7.2

What do the screens show for `Cc1ncn(-c2ccc(Nc3ncc4cccc(Br)c4n3)cc2)n1`?
ASK1 inh: 12.2; ULK1 inh: 12.4

How did CCN(CC)C(=O)C1CCCN(c2ccc(-n3cc(CC(=O)NCCCN4CCCC4=O)c4ccccc43)nn2)C1 (centres undefined) do in these assays?
ASK1 inh: -6.7; ULK1 inh: 8.3

Results for COc1cc(-c2cn[nH]c2)cc2c(=O)[nH]c(C3COc4ccccc4O3)nc12 (centres undefined) ?
ASK1 inh: 15.1; ULK1 inh: 6.6

Results for COc1ccc(/C=C/C(=O)NC(=S)N2CCN(c3ccccn3)CC2)cc1OC ?
ULK1 inh: -8.2

Results for CN(C)C(=O)Oc1ccc[n+](C)c1 ?
ULK1 inh: -10.3

What do the screens show for `CC(C)N(CCNC(=O)c1cccc(N2CCc3ccccc3C2)n1)C(C)C`?
ASK1 inh: 4.1; ULK1 inh: -4.3

What do the screens show for `CCN(CC)C(=O)C1CCCN(c2nc(NCc3ccccc3)c3ncn(C(C)C)c3n2)C1` (centres undefined)?
ASK1 inh: 1.8; ULK1 inh: -0.4

How did COc1cc(Nc2nc(-c3ccccc3)nc3nc[nH]c23)cc(OC)c1OC do in these assays?
ASK1 inh: -0.5; ULK1 inh: -7.8

Results for CCCCNS(=O)(=O)c1ccc(NC(=O)c2cnc(C)cn2)cc1 ?
ULK1 inh: 8.8

What do the screens show for `COc1cc(OC)nc(Oc2ccccc2C(=O)NN(C)C)n1`?
ULK1 inh: 5.9

How did NS(=O)(=O)c1cc(Cl)c(Cl)c(S(N)(=O)=O)c1 do in these assays?
ULK1 inh: -1.8

How did CC(C)Cc1oc(C(=O)O)cc1CN1CCOCC1 do in these assays?
ULK1 inh: 5.5

What do the screens show for `COc1ccc(CCNc2nc(N3CCC(N4CCOCC4)CC3)nc3c2ncn3C2CCCCC2)cc1`?
ASK1 inh: 15.2; ULK1 inh: -4.1

Results for COc1ccc(-c2ccc(C(=O)Nc3ccc(NC(C)=O)cc3)s2)cc1 ?
ASK1 inh: 8.8; ULK1 inh: 20.4

How did COC(=O)[C@@H](NC(=O)c1cc(OC)nc(OC)n1)C(C)C do in these assays?
ULK1 inh: 2.9

Results for NC(=O)c1csc(Nc2nccc3ccccc23)n1 ?
ASK1 inh: 10.4; ULK1 inh: 7.4

Results for Cc1cccc(C(=O)Nc2ccc(Nc3nc(C)cc(N(C)C)n3)cc2)c1 ?
ULK1 inh: -8.2

How did COc1ccc([C@@H]2CN(C)C[C@H]2c2nc3ccc(-c4cn[nH]c4)cc3c(=O)[nH]2)cc1 do in these assays?
ASK1 inh: 24.4; ULK1 inh: 8.0

What do the screens show for `O=C(NC1CC1)c1ccc2nc(NC3CCN(Cc4ccccc4)CC3)sc2c1`?
ASK1 inh: -5.5; ULK1 inh: -1.0

How did Cc1ccc(-c2ncn(-c3ccc(Nc4nccc(-c5ccnc(N6CCOCC6)c5)n4)cc3)n2)cn1 do in these assays?
ASK1 inh: 31.7; ULK1 inh: -2.7

Results for CC12C=CC(=O)C=C1CCC1C3CCC(O)(C(=O)CO)C3(C)CC(O)C12F (centres undefined) ?
ULK1 inh: 8.1

Results for COc1cc(Nc2nc(N3CCc4ccccc4C3)nc3c2ncn3C(C)C)cc(OC)c1OC ?
ASK1 inh: 40.2*; ULK1 inh: -2.0

Arranged by heavy-atom count (falling): three of the compounds above.
What do the screens show for `O=C(NC1CC1)c1ccc2nc(NC3CCN(Cc4ccccc4)CC3)sc2c1`?
ASK1 inh: -5.5; ULK1 inh: -1.0

Results for Cc1cccc(C(=O)Nc2ccc(Nc3nc(C)cc(N(C)C)n3)cc2)c1 ?
ULK1 inh: -8.2

How did CC(C)Cc1oc(C(=O)O)cc1CN1CCOCC1 do in these assays?
ULK1 inh: 5.5

Gathered by group: the entries above containing a Cl atom.
What do the screens show for `O=C(Nc1nccs1)c1ccc(-n2ncc3cc(Nc4ccccc4Cl)ccc32)nc1`?
ASK1 inh: -23.9; ULK1 inh: -28.0

How did NS(=O)(=O)c1cc(Cl)c(Cl)c(S(N)(=O)=O)c1 do in these assays?
ULK1 inh: -1.8

(continued)
How did O=C1CCCN1CCn1cnc2c(NCCOc3ccccc3)nc(NC3CCC(O)CC3)nc21 (centres undefined) do in these assays?
ASK1 inh: -0.2; ULK1 inh: -10.4

What do the screens show for `O=c1[nH]c(C2COc3ccc(F)cc3C2)nc2ccc(-c3cn[nH]c3)cc12` (centres undefined)?
ASK1 inh: 25.4; ULK1 inh: -1.4

What do the screens show for `O=C(NC1CC1)c1ccc(-c2nc(Nc3ccc(Oc4ccccc4)cc3)c3ncn(CCN4CCCC4=O)c3n2)cc1`?
ASK1 inh: -9.3; ULK1 inh: 0.5

What do the screens show for `O=C1CCCN1CCn1cnc2c(NC3CC3)nc(Nc3ccc(N4CCOCC4)cc3)nc21`?
ASK1 inh: -7.8; ULK1 inh: 2.7

What do the screens show for `Cc1onc(-c2ccccc2Cl)c1C(=O)Nc1ccc2c(c1)CC(=O)N2C`?
ULK1 inh: 3.5

How did CCN(CC)c1nc(NCCO)nc(N2CCN(c3ccccn3)CC2)n1 do in these assays?
ASK1 inh: 14.0; ULK1 inh: -1.6

How did CCCCCCCCCCCCCCCCC(C(=O)O)C(O)(CC(=O)O)C(=O)O (centres undefined) do in these assays?
ULK1 inh: 30.6

How did CC(C)N(CCNc1nc(N2CCC(N3CCOCC3)CC2)nc2c1ncn2-c1ccsc1)C(C)C do in these assays?
ASK1 inh: -8.9; ULK1 inh: -4.3

Results for CCCOc1ccc2c(c1)CC(c1nc3ccc(-c4cn[nH]c4)cc3[nH]1)CO2 (centres undefined) ?
ASK1 inh: 6.5; ULK1 inh: 7.9

Results for COc1nc(NCCN(C(C)C)C(C)C)nc(-c2c(C)noc2C)n1 ?
ASK1 inh: -8.3; ULK1 inh: 3.2

How did COc1ccccc1NC(=O)N1CCc2nc3cccc(C)n3c(=O)c2C1 do in these assays?
ULK1 inh: 6.9

Results for O=C(Nc1nc2ccccc2n1Cc1ccccc1)C(F)F ?
ULK1 inh: -15.2

Results for Cn1c(Nc2nc3ccc(C(=O)NCc4cccnc4)cc3s2)nc2ccccc21 ?
ASK1 inh: -23.6; ULK1 inh: -26.6

How did COc1ccc(N2C(=O)c3ccc(C(=O)O)cc3C2=O)cc1 do in these assays?
ULK1 inh: 0.1

What do the screens show for `O=C(Nc1ccc(N2CCOCC2)cc1)c1csc(-c2cccs2)n1`?
ASK1 inh: 9.4; ULK1 inh: 35.7

Results for O=C(N[C@H]1CC[C@@H](c2nc3ccc(-c4ccncc4)cc3[nH]2)C1)c1cccs1 ?
ASK1 inh: 1.2; ULK1 inh: -8.3

Results for Nc1cccc(-c2cccc(C(=O)NCc3nc4ccccc4[nH]3)c2)c1 ?
ASK1 inh: 2.7; ULK1 inh: -8.2

Results for CC1C(=O)CC2C3(C)CCC2(C(C)C(=O)O)C(=O)C13 (centres undefined) ?
ULK1 inh: -9.2

Results for Cn1c(Nc2nc(N)c3[nH]cnc3n2)nc2ccccc21 ?
ASK1 inh: 0.2; ULK1 inh: 25.2

Results for O=C(OCc1ccccc1)N1CCN(CCc2ccncc2)CC1 ?
ASK1 inh: -7.3; ULK1 inh: 4.8

How did CC(=O)Nc1ccc(NC(=O)c2ccc3nc(NC4CCC(O)CC4)sc3c2)cc1 (centres undefined) do in these assays?
ASK1 inh: -4.5; ULK1 inh: 1.0

Results for N#C/C(=C\c1cccc(Br)c1)C(=O)Nc1cc([N+](=O)[O-])ccc1F ?
ULK1 inh: 39.2

How did COc1ccc(CCNC(=O)c2csc(NCCCN3CCCC3=O)n2)cc1 do in these assays?
ASK1 inh: 7.6; ULK1 inh: -2.0

Results for NNC(=O)CNC(=O)c1ccc2c(c1)OCO2 ?
ULK1 inh: -3.9
